Screening data (PubChem)
uPA generation: qHTS for Inhibitors of Cell Surface uPA Generation; cell surface uPA generation assay, qHTS; hit rate 0.31% among 330,000; Potency, µM (titrated, usually from 38.3 µM), without a hit: top-dose activity change, negative = inhibition, usual class: inhibitors; active = well fitted inhibition curve with a large enough effect; inconclusive = small, poorly fitted or top-dose-only effect; inactive = no such curve, though single readings can be large or run the other way; tested in mouse RAW 264.7 cells; also: potency is read from the fitted curve at half-maximal effect; % is scaled to controls: 0 for no effect and ±100 for the full control effect; nearly all actives have a fitted effect of over 55% in size
TSHR antag: Antagonists of the Thyroid Stimulating Hormone Receptor: HTS campaign. TSHR-expressing cells, TSH-stimulated cAMP HTRF, 2 h; active compounds read low. Thyrotropin receptor (Homo sapiens), P16473. AID 504810, 2011. hit rate 0.2% among 330,000. activity change, negative = inhibition, % at 11.5 µM;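 active = activity change below a set negative limit, meaning inhibition stronger than a set level, cut at about -70% in these data; inconclusive = activity change between two set negative limits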; also: % is scaled to controls: 0 for no effect and ±100 for the full control effect
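TSHR-expressing cells, 200/well, pre-treated with compound, then stimulated with EC80 TSH (4nM final) for 2 hours at 37 deg C. cAMP measured by competitive HTRF: anti-cAMP cryptate antibody in lysis buffer plus cAMP-d2, read after 30 minutes at room temperature.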
TCR activator: Activators of T cell receptors: qHTS campaign; primary human leukocytes, anti-CD3, IL-2 HTRF, 48 h; Potency, µM (top dose mostly 9.22 µM), for the others: at the top dose activation of IL-2 secretion, usual class: activators; 330,000 tested, under 10 active; AID 504894, 2011; also: % of control where 0% means no effect
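Primary human leukocytes receive a-CD3 beads and test compound and are incubated 48 hr. Secreted IL-2 is then assayed by HTRF, measuring 665nm acceptor emission after 320nm excitation of the europium donor.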
USP2a inh: qHTS Assay for Inhibitors of Ubiquitin-specific Protease USP2a Using CHOP2 as the Reporter | Ubiquitin carboxyl-terminal hydrolase 2 (Homo sapiens), O75604 | USP2 core, Ub-CHOP2 coupled fluorogenic reporter, 485/531 | Potency, µM (series often up to 38.3 µM), for inactives: at the highest dose activity change, negative = inhibition, actives largely listed as inhibitors | hit rate 0.01% among 330,000 | AID 463254, 2010;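 also: potency is read from the fitted curve at half-maximal effect; plate controls were DMSO wells for no effect and full inhibition by NEM control for full effect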
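Cell-free coupled assay: 10nM USP2 core preincubated 30min RT with compound in Tris-HCl pH 8.0/CaCl2/CHAPS buffer, then 25nM Ub-CHOP2 and 25nM reporter substrate; fluorescence (Ex 485/Em 531) read after 60min RT, normalized to NEM inhibition, concentration-response curves fitted.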
TSG101-PTAP inh: qHTS Assay for Iinhibitors of HIV-1 Budding by Blocking the Interaction of PTAP/TSG101 | Tumor susceptibility gene 101 protein (Homo sapiens), Q99816 | Fluorescence polarization, FITC-PTAP peptide / Tsg101 binding | Potency, µM (highest dose often 115 µM), for the others: at the highest dose activity change, negative = inhibition, actives largely listed as inhibitors | 340,000 tested, under 10 active | AID 493005, 2010; active = well fitted inhibition curve with a large enough effect in the main read-out, with a control signal flat, not every such curve was filed as active; inconclusive = small, poorly fitted or top-dose-only effect, or effect the other way, or a change in a side signal; inactive = no such curve, though single readings can be large or run the other way; also: potency is read from the fitted curve at half-maximal effect; % of control where 0% means no effect
Target sequence (Q99816 whole entry, looked up): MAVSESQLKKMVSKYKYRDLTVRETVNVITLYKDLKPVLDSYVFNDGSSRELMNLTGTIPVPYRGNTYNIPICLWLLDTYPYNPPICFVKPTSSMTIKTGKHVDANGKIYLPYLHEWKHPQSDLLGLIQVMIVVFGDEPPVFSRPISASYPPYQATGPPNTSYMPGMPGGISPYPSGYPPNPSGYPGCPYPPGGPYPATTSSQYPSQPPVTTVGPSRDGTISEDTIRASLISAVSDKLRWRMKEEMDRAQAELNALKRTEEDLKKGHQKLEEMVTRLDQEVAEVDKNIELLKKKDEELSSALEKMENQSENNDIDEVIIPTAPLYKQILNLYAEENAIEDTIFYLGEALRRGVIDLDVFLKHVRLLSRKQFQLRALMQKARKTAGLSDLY
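FP read-out: FITC-PTAP peptide, 50 nM final, binding Tsg101 binding domain, 10 uM final; 20 min, r.t.; 10 mM HEPES pH 7.5, 0.15 M NaCl, 0.01% Tween 20, 3 mM EDTA, 0.1 mM TCEP.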
ELG1 repair inh: qHTS screen for small molecules that inhibit ELG1-dependent DNA repair in human embryonic kidney (HEK293T) cells expressing luciferase-tagged ELG1; Potency, µM (doses to about 46.1 µM), for inactives: top-dose activity change, negative = inhibition, usual class: inhibitors; HEK293T ELG1-luciferase reporter, luminescence, 16 h; DNA damage induced by 5-fluorouridine; AID 504467, 2011; hit rate 2.3% among 330,000; also: potency is read from the fitted curve at half-maximal effect; % is scaled to controls: 0 for no effect and ±100 for the full control effect; nearly all actives have a fitted effect of over 55% in size
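Quantitative HTS, concentration-response format. 2,000 cells/well co-treated with 5-fluorouridine and compound, 16 hr in 5% CO2 at 37 °C; ONE-Glo luminescence read after 30 min.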
Eya2 phos inh: qHTS Assay for Inhibitors of the Phosphatase Activity of Eya2; Protein phosphatase EYA2 (Homo sapiens), O00167; recombinant Eya2, OMFP fluorescence dephosphorylation (OMFP is methylfluorescein phosphate); Potency, µM (series often up to 76.9 µM), without a hit: at the top dose activity, negative = inhibition, actives largely listed as inhibitors; hit rate 0.006% among 330,000; also: potency is read from the fitted curve at half-maximal effect; % is scaled to controls: 0 for no effect and ±100 for the full control effect
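Eya2 protein (added as 0.2 uM solution) was preincubated with compound for 10 min at ambient temperature in 50 mM HEPES pH 7.5, 50 mM NaCl, 5 uM MgCl2, 0.05% BSA, 1 mM DTT. OMFP (added at 50 uM) then reacted 10 min; fluorescence read at 485/525 nm.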
Chronic BCR inh: qHTS Assay to Find Inhibitors of Chronic Active B-Cell Receptor Signaling | Potency, µM (highest dose often 46.1 µM), inactives show top-dose ratio change, negative = lower green/red ratio, usual class: inhibitors | ABC-DLBCL IkBa-CBG/CBR reporter, luminescence ratio, 4 h | AID 493014, 2011 | hit rate 0.05% among 340,000; active = well fitted inhibition curve with a large enough effect in the signal ratio, with a control signal flat, not every such curve was filed as active; inconclusive = small, poorly fitted or top-dose-only effect, or effect the other way, or a change in a side signal; the % refers to the signal ratio;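 also: potency is read from the fitted curve at half-maximal effect; plate controls were basal doxycycline-induced cells for no effect and cells given 10 µM MG132 for full effect; MG132 reads +100%, hits lower the ratio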
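TMD8 ABC-DLBCL cells carrying doxycycline-inducible green luciferase fused to IkappaBalpha plus unfused red luciferase were exposed to compounds (up to 46 uM) for 4 hrs at 37C. Activity came from the overlap-corrected green/red luminescence ratio.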
Tb PFK inh: qHTS Assay to Find Inhibitors of T. brucei phosphofructokinase | ATP-dependent 6-phosphofructokinase (Trypanosoma brucei brucei), O15648 | T. brucei PFK, ADP-Glo luminescence | Potency, µM (titrated, usually from 57.5 µM), for inactives: top-dose activity, negative = inhibition, usual class: inhibitors | hit rate 0.17% among 330,000;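 also: potency is read from the fitted curve at half-maximal effect; 0% = uninhibited 1x PFK enzyme wells and -100% = no-enzyme wells; nearly all actives have a fitted effect of over 60% in size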
Target sequence (O15648 whole entry, looked up): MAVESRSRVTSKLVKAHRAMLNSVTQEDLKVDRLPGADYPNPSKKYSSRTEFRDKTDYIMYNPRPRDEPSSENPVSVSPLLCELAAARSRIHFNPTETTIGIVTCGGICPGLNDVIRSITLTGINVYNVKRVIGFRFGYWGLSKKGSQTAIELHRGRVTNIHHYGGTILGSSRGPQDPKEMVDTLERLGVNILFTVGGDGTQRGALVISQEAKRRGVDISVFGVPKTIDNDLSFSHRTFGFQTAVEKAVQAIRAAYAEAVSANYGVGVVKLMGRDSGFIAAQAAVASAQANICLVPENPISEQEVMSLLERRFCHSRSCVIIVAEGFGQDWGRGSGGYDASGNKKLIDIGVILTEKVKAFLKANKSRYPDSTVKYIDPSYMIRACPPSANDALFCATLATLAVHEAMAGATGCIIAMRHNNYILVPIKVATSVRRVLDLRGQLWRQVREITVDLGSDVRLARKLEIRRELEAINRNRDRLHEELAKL
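In TEA buffer at pH 8.0 with 5 mM MgCl2, enzyme (1.25 nM) converted F6P (0.5 mM) and ATP (0.1 mM) for 45 min at room temperature. ADP product was read by luciferase luminescence.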
Mito fusion yeast: qHTS Assay for Small Molecule Inhibitors of Mitochondrial Division or Activators of Mitochondrial Fusion; AID 485298, 2010; Potency, µM (highest dose often 46.1 µM), for inactives: top-dose growth rescue (activation), usual class: activators; S. cerevisiae fusion-defective mutant growth rescue, CellTiterGlo 48 h; hit rate 0.23% among 320,000;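 also: potency is read from the fitted curve at half-maximal effect; % of control where 0% means no effect; nearly all actives have a fitted effect of over 45% in size; temperature-sensitive fusion mutants such as fzo1-1 at 37 °C on non-fermentable ethanol glycerol medium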
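Temperature-sensitive fusion-defective S. cerevisiae (e.g. fzo1-1, mgm1-5) were grown with compound in YPEG medium (3% ethanol, 3% glycerol) for 48 hours at 37C. Growth rescue was measured as viability by CellTiterGlo luminescence after 10 minutes at ambient.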
B2AR arrestin: qHTS assay of beta-arrestin-biased ligands of beta2-adrenergic receptor; Potency, µM (titrated, usually from 46.1 µM), for the others: at the top dose activation, usual class: activators; hit rate 0.02% among 330,000; beta-arrestin recruitment to beta2AR, cell-based reporter;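 also: potency is read from the fitted curve at half-maximal effect; 0% = DMSO controls and full agonism = EC100 isoproterenol or metaproterenol; nearly all actives have a fitted effect of over 65% in size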
The depositor's hits bear a star; u = inconclusive; x = no result given; [ ] = remark or other dose. Unless noted, calls follow the shape of the dose curve; as a rule, active = well fitted curve in the direction sought with a large enough effect; inconclusive = small, poorly fitted or top-dose-only effect, or another doubt; inactive = no such curve, though single readings can be large; an effect the other way counts as inactive or inconclusive.

SMILES	uPA generation	TSHR antag	TCR activator	USP2a inh	TSG101-PTAP inh	ELG1 repair inh	Eya2 phos inh	Chronic BCR inh	Tb PFK inh	Mito fusion yeast	B2AR arrestin
CCN(CC)S(=O)(=O)c1ccc2c(c1)nc(CCC(=O)Nc1ccc(N3CCOCC3)cc1)n2C	-3%	-5	13%	0%	-3%	-7%	2%	1%	-2%	7%	-0.1%
COc1cc(S(=O)(=O)N2CCN=C2c2ccccc2)c(OC)cc1Cl	-3%	19	-1%	1%	-2%	9%	-1%	1%	-1%	-4%	-0.1%
O=C(CN1CCN(C(=O)c2ccco2)CC1)Nc1cc(C(F)(F)F)ccc1Cl	-5%	-16	3%	3%	-1%	u	9%	5%	-3%	13%	-0.6%
COc1ccc(-c2cn(-c3ccc(OC)cc3)c3[n+]2-c2ccccc2CC3)cc1	-12%	6	-4%[46.1 µM]	2%	-3%	9.2µM*	3%	u	0%	0%	0.3%
O=C(CSc1nnc(-c2cccnc2)n1-c1ccccc1)Nc1ccc2c(c1)OCO2	3%	5	-3%	0%	-4%	-15%	-1%	1%	-3%	-4%	-0.3%
S=C(Nc1ccc(N2CCOCC2)cc1)Nc1ccc2nc(-c3ccco3)c(-c3ccco3)nc2c1	2%	-18	29%	u	u	u	34%	u	1%	1%	0.1%
CCOC(=O)c1ccc(NC(=O)c2ccc(OC(C)C)c(OC)c2)cc1	5%	-13	-2%	-1%	-3%	u	-1%	u	-3%	4%	-0.5%
C=CCC1(C#N)C(=S)NC(C)=C(C(=O)OCC)C1c1ccccc1 (configuration not stated)	-2%	4	-1%	1%	-1%	9%	u	u	-1%	-1%	0.5%
COc1ccc(CN2CC(=O)N3[C@H]4c5ccccc5OC[C@@H]4[C@H](c4ccccc4)[C@]3(C)C2=O)cc1	-24%	4	-2%	-2%	-5%	u	0%	3%	4%	23%	0.0%
Cn1c2cc(Br)sc2c2cnn(Cc3c(F)cccc3F)c(=O)c21	x	6	x	-1%	x	x	-2%	6%	1%	3%	-0.6%
CCOC(=O)C1C(=O)Nc2nc3ccccc3n2C1C(C)C (configuration not stated)	3%	110	0%	3%	1%	-11%	-1%	u	7%	1%	2.7%
N#CCCn1cc(C=C(C#N)C#N)c(-c2ccc(Cl)cc2)n1	-6%	-18	-21%	0%	-6%	9%	4%	u	-2%	4%	0.3%
Cc1ccc(C=Nc2ccccc2C(=O)Nc2ccccc2)cc1	-2%	3	2%[46.1 µM]	2%	-1%	u	-2%	-1%	7%	-4%	0.0%
CCCN(CC(=O)Nc1ccccc1C)C(=O)C1CCN(c2ncnc3sc(C)c(C)c23)CC1	-10%	0	-3%	-1%	-5%	9.2µM*	-1%	5%	-3%	14%	-0.3%
Cc1ccc(-c2c(C)nn3c(N4CCOCC4)cc(C)nc23)cc1	-7%	-3	-3%	1%	-6%	4%	-26%	0%	-17%	7%	-0.2%
Cc1ccc(C(=O)/C=C/c2ccco2)c(O)c1	-10%	5	-3%[46.1 µM]	0%	-8%	u	-1%	-9%	-3%	u	2.2%
COc1ccc(Cn2c(C)c(C)c(C#N)c2NC(=O)Nc2ccc(Cl)cc2)cc1	-2%	-6	0%	1%	0%	1%	1%	u	0%	-3%	-0.2%
CCOC(=O)C1=C(C)N=c2s/c(=C\c3ccc(C(=O)O)cc3)c(=O)n2C1c1ccc(F)cc1 (configuration not stated)	-4%	-7	-2%	-2%	-10%	-8%	-3%	3%	5%	-8%	-0.2%
CCn1ncc(CN2CCN(Cc3ccc(OC)c(C)c3C)C(CCO)C2)c1C (configuration not stated)	-3%	13	-2%	-1%	0%	3%	1%	-2%	-5%	-2%	0.0%
CCOC(=O)N1CCN(C(=O)CSc2nc(=O)n3cccc(C)c3n2)CC1	14%	4	3%	-1%	-1%	21%	21%	-12%	-12%	-6%	-0.7%
CCOC(=O)Cc1csc(NC(=O)COc2ccc(N(C)S(=O)(=O)c3ccc(C)cc3)cc2)n1	-4%	-36	3%	-2%	-8%	18µM*	-8%	u	0%	-1%	0.5%
CSc1cccc(CN2CCC(Oc3cccc(C(=O)N4CCCC4)c3)CC2)c1	-8%	18	1%	-3%	0%	u	-9%	-19%	-15%	-4%	u
O=C(CN1CCN(CC(=O)Nc2cccc(F)c2)CC1)Nc1ccc(-c2ccccc2)cc1	-1%	-3	-3%	1%	-1%	2%	3%	-4%	-1%	-3%	0.1%
CC1CC(=O)c2cnc(NCc3ccco3)nc2C1 (configuration not stated)	6%	5	7%	0%	-7%	12%	17%	8%	-14%	0%	0.1%

Entries of single compounds as entered above. Screens in order: uPA generation | TSHR antag | TCR activator | USP2a inh | TSG101-PTAP inh | ELG1 repair inh | Eya2 phos inh | Chronic BCR inh | Tb PFK inh | Mito fusion yeast | B2AR arrestin
CCn1ncc(CN2CCN(Cc3ccc(OC)c(C)c3C)C(CCO)C2)c1C (configuration not stated) across the screens: -3% | 13 | -2% | -1% | 0% | 3% | 1% | -2% | -5% | -2% | 0.0%
Cc1ccc(C=Nc2ccccc2C(=O)Nc2ccccc2)cc1 across the screens: -2% | 3 | 2%[46.1 µM] | 2% | -1% | u | -2% | -1% | 7% | -4% | 0.0%

Further results follow.
SMILES	uPA generation	TSHR antag	TCR activator	USP2a inh	TSG101-PTAP inh	ELG1 repair inh	Eya2 phos inh	Chronic BCR inh	Tb PFK inh	Mito fusion yeast	B2AR arrestin
COc1cc(OC)cc(OC(=O)c2cccc(S(=O)(=O)N3CCN(C)CC3)c2)c1	0%	-2	7%	4%	-4%	14%	22%	14%	-4%	0%	0.4%
Cc1cc(C)n(C(=O)CNC(=O)c2cccc(F)c2)n1	3%	3	2%	3%	-2%	9%	5%	-1%	1%	-7%	0.0%
O=C(O)C1CC(=O)N(c2ccc(Br)cc2)C1 (configuration not stated)	6%	16	-1%	0%	-4%	5%	x	u	6%	2%	-0.2%
CC1=C(C(=O)OCCNC(=O)c2cccnc2)C(c2cccc([N+](=O)[O-])c2)C(C(=O)OCCN(C)C)=C(C)N1 (configuration not stated)	0%	0	-4%[46.1 µM]	0%	-1%	-4%	-4%	0%	0%	0%	-0.4%
Cc1ccc(S(=O)(=O)N2CCCC(C(=O)Nc3ccc(C(=O)O)cc3)C2)cc1Cl (configuration not stated)	2%	-4	-2%	-19%	-5%	4%	1%	2%	4%	-7%	-1.5%
CCn1cc(S(=O)(=O)NCCc2ccc(F)cc2)cn1	2%	19	3%	0%	-1%	25%	-22%	-2%	-17%	0%	-0.1%
CCN1CCN(CCCN(Cc2ccco2)C(=S)Nc2cccc(Cl)c2C)CC1	9%	2	-3%	2%	0%	-12%	-11%	-2%	0%	4%	0.0%
COC(=O)C1=C(C)N(CCc2ccccc2)C(=O)/C1=C\c1ccco1	-3%	9	-9%[46.1 µM]	-5%	-1%	u	-5%	u	-4%	15%	-0.7%
CC(=O)N(Cc1ccccc1)Cc1nc2sc(C)c(C)c2c(=O)[nH]1	0%	5	0%	3%	-2%	-7%	1%	u	0%	-7%	-0.1%
O=C(COc1ccc(S(=O)(=O)N2CCCCC2)cc1)N1CCCCCC1	6%	1	3%	2%	-4%	0%	2%	-2%	-3%	1%	-0.2%
